Compound activity (PubChem)
PDI turbidity: PDI (human) enzyme inhibition | 0.052% of 350,000 active | inhibition, % at 10 µM | PDI insulin aggregation turbidity, A650, 90 min | AID 588391;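 active = mean inhibition across replicates of 30% or more, whatever share of single replicates reach that level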;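 also: absorbance from insulin aggregation driven by PDI reduction with DTT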
Target sequence (P07237 whole entry, looked up): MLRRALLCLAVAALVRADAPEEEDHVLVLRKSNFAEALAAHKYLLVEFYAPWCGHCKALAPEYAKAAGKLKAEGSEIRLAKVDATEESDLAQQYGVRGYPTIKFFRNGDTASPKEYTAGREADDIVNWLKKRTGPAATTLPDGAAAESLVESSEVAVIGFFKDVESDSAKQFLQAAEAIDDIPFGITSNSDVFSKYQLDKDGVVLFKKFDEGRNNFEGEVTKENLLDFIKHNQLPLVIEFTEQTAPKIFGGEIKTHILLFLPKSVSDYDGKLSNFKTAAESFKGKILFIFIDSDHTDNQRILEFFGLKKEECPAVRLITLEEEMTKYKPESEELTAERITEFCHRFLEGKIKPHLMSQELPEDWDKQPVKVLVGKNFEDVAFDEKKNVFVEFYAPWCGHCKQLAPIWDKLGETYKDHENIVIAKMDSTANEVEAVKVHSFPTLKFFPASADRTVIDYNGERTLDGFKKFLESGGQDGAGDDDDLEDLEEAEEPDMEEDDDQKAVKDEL
Vif inh: blocks HIV Vif function. inhibition, % at 7.49 µM. 0.35% of 340,000 active. AID 602346. HEK293T cells, Vif self-association by quenched fluorescence, imaging, 24 h; in the data active = inhibition above about 50%, passing the limit was not always enough; also: some results filed as inactive read as strong as hits
N-glyco inh: N-linked glycosylation inhibition. D54 ERlucT glycosylation luciferase reporter, 24 h; percent of 100 nM tunicamycin response. reporter increase, % at 12.5 µM. 0.23% of 360,000 active. AID 588692;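 active = mean luciferase reporter signal, scaled so untreated is 0 and the glycosylation-blocking control 100, at or above a set limit in every replicate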;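 also: luciferase carries N-glycosylation sites so blocking glycosylation raises the light; 0% = median of neutral control wells and 100% = median of 100 nM tunicamycin wells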
H9c2 protect: modulators protecting cardiomyocytes from myocardial damage; protection from H2O2 cell death, % at 20 µM; H9c2 cardiomyocytes, H2O2 injury protection, ATPLite, 2 h; 0.63% of 360,000 active;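 active = compounds giving at least 50% protection of heart cells from peroxide-induced death in the single-dose screen, raw or plate-pattern-corrected value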;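 also: 0% = DMSO wells with peroxide and 100% = DMSO wells without peroxide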
ABCB6 inh MLPCN: human ABCB6 transporter inhibition. fluorescence ratio to DMSO, % at 10 µM. 0.19% of 360,000 active. Q9NP58. K562-ABCB6 porphyrin accumulation, flow cytometry, 1 h; hits give low values;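 active = fluorescence ratio to DMSO below 75%, the collection mean minus 3 SD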;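 also: signal is porphyrin accumulated inside mitochondria; 100% equals median channel fluorescence of DMSO control wells; lower ratio means ABCB6 inhibition with less porphyrin fluorescence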
CaV13 FRET inh: Disruptors of the CACNA1D IQ motif to Ca2+-dependent inactivation inhibitor domain association, primary screening, Förster resonance energy transfer in intact living …. inhibition, % at 12.3 µM. HEK cells, CFP/YFP FRET ICDI-IQ, plate reader, 10 min; percent FRET-ratio fall versus neutral wells. 0.098% of 340,000 active;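 active = mean replicate inhibition of at least 30% and at least 1% of replicates passing that level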;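 also: 0% = median of the neutral control wells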
MC4R antag cAMP: antagonists of human melanocortin 4 receptor (MC4R) | P32245 | AID 540295 | MC4R-expressing cells, MTII-stimulated cAMP, LANCE TR-FRET | 0.48% of 360,000 active | inhibition, % at 6.5 µM;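 active = inhibition above its plate's cutoff, the mean of tested wells on that plate plus 3 SD, cut at about 29% in these data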;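 also: 0% = Melanotan II alone and 100% = Melanotan II plus saturating MCL0020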
Target sequence (P32245 whole entry, looked up): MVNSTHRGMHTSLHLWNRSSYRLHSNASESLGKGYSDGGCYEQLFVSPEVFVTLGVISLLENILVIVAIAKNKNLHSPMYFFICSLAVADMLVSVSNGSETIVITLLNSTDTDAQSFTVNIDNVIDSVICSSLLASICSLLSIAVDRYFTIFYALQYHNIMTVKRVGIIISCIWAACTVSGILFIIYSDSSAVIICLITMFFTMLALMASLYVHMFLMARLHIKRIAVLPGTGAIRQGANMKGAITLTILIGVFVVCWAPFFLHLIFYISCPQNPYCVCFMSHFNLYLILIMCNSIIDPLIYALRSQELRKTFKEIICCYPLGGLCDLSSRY
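material = U2OS cells stably expressing human melanocortin 4 receptor (MC4R) | also added = Melanotan II challenge | dosing = single nominal compound dose of 6.5 µM | detection = TR-FRET with Eu-cAMP and labeled anti-cAMP, 671 nm | replication = singlicate | timing = compound 30 min, challenge 1 h, detection 1 h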
aDG glyco up: alpha-DG glycosylation activation | Pro5-aDG cells, alpha-DG glycosylation AlphaScreen (IIH6); 0% Pro5, 100% B10-LARGE cell signal | activation, % at 10 µM | 0.22% of 360,000 active;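 active = activation of at least 8% versus controls, or a plate z-score of at least 8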;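 also: Pro5 are CHO cells carrying HIG-tagged alpha-DG that lacks glycosylation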
HTR2A ag: agonists of mouse serotonin 5-HT2A receptor (HTR2A) | P35363 | CHO-K1 mHTR2A beta-arrestin complementation, luminescence; percent of 30 µM serotonin response | activation, % at 7.6 µM | 0.66% of 360,000 active;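 active = activation above a run cutoff, the mean activation of all tested compounds plus 3 SD, cut at about 14% in these data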;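 also: 0% = plate median of compound wells and 100% = 30 µM serotonin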
MC4R barr agon: human MC4R agonism via beta-arrestin; P32245; U2OS MC4R beta-arrestin complementation, luminescence; percent of melanotan II response, DMSO zero; activation, % at 8.9 µM; 0.98% of 360,000 active; AID 540308;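 active = activation above a per-plate cutoff, the mean activation of sample wells on that plate plus 3 SD, cut at about 8% in these data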
Numbers without * were called inactive; . = not tested or not shown. Hits appear at their usual frequency; overall some 3.6% were active at least once.

The line under a structure holds: H9c2 protect, MC4R antag cAMP, Vif inh, MC4R barr agon, CaV13 FRET inh, HTR2A ag, ABCB6 inh MLPCN, PDI turbidity, aDG glyco up, N-glyco inh
- O=C(NCc1cccnc1)C1CCN(S(=O)(=O)c2cc(Cl)ccc2Cl)CC1
  -10, 3, -8, -0.9, -4, -3, 93, 2, 0.2, 1
- CC(c1cccnc1)N(C(=O)Nc1ccccc1)C1CCCCC1 (configuration not stated)
  10, -1, ., -0.9, -5, 0, 99, -53, -0.2, 1
- COCCN(C(=O)COC(=O)/C=C/c1ccc(Cl)c(Cl)c1)c1c(N)n(Cc2ccccc2)c(=O)[nH]c1=O
  -7, 5, -3, -2.4, -3, -5, 99, 0, 0.1, 1
- CSCCC(NC(=O)c1ccc(=O)n(C)n1)c1nc2ccccc2[nH]1 (configuration not stated)
  23, 8, 1, 1.0, -6, 6, 102, 2, -0.3, 1
- COc1ccccc1C(=O)NCCNc1nc2cc(C)cc(C)c2cc1C#N
  22, 17, -2, -0.5, -2, -1, 98, -8, 0.1, 7
- COc1ccc(Br)cc1C(=O)N/N=C/c1ccc2c(c1)n(C)c(=O)n2C
  6, -8, -4, -2.2, -3, -4, 97, -7, -0.1, 4
- CCN(CC)S(=O)(=O)c1ccc(OC)c(NC(=O)CSc2cc(Cl)ccc2Cl)c1
  -5, 3, -8, -2.0, -5, -8, 100, 22, 0.4, -6
- Cc1n[nH]c(=O)nc1N/N=C/c1cccs1
  18, -9, -8, -1.7, 6, -3, 93, 2, 0.1, 3
- O=C(NCC1CCCO1)c1sc2cc(Cl)ccc2c1Cl (configuration not stated)
  0, 0, ., -1.7, -4, -2, 98, -10, -0.1, 0
- CN1CCN(C(=O)C2=C[C@H](c3ccc(C(F)(F)F)cc3)C[C@H](OCc3ccc(CO)cc3)O2)CC1
  7, 7, -1, 0.5, -12, -7, 98, 0, 0.0, 0
- CC(C)(C)OC(=O)N1CCC(C(=O)N[C@@H](Cc2ccccc2)C(=O)O)(c2ccccc2)CC1
  -4, 7, 3, 0.4, 1, 12, 97, 5, -0.2, 3
- O=[N+]([O-])c1ccc(Oc2c(F)c(F)nc(N3CCCC3)c2F)cc1
  -9, 1, -2, -1.4, ., -3, 96, -2, -0.1, -4
- COc1cccc(NC(=O)c2cc([N+](=O)[O-])ccc2N2CCN(C)CC2)c1
  -3, -4, -4, -1.8, 13, -10, 92, 19, -0.7, 0
- Cc1nnc(Nc2ccc(C(=O)NCCO)cc2)c2ccccc12
  4, 2, -20, -1.4, -4, -2, 99, 1, 0.2, -1
- O=C(CN(Cc1ccccc1Cl)C(=O)CNS(=O)(=O)c1ccccc1)NCC1CCCO1 (configuration not stated)
  0, 4, 3, -0.8, -8, 1, 90, 2, -0.1, 2
- S=C(NCc1cccnc1)Nc1ccc(Cl)c(Cl)c1
  -3, -2, -7, -1.0, -9, -4, 100, 20, 0.2, -3
- COc1ccccc1N1CCN(c2ccc(N3C(=O)CCC3=O)cc2[N+](=O)[O-])CC1
  -2, -8, -8, -0.9, 6, -3, 89, 0, 0.1, 0
- COc1ccc(CNCc2cn(-c3cccc(F)c3)nc2-c2ccc(C)o2)cc1
  -2, 4, -20, 0.1, -3, -9, 99, 5, 0.2, 0
- COc1cc(C2c3cc4c(cc3C(O)C3COC(=O)C23)OCO4)cc(OC)c1OC (configuration not stated)
  -1, -22, -13, -1.6, -7, 7, 103, -6, -0.2, 0
- COc1cc(OC)c(C(=O)OCC(=O)Nc2nnc(-c3ccccc3)o2)cc1OC
  9, 1, 14, -0.6, -15, -8, 98, -5, 0.0, 1
- CC(=O)c1ccc(S(=O)(=O)NCC(=O)NC(c2nc3ccccc3[nH]2)C(C)C)cc1 (configuration not stated)
  8, -1, -3, -2.0, -2, 6, 89, -10, -0.2, 0
- CN[C@H]1C[C@@H](c2ccccc2)N(C(C)=O)C[C@H]1CO
  7, ., 5, ., -10, 1, 101, ., -0.2, 3
- CC(C)(C#N)NC(=O)C(=O)c1c(-c2ccccc2)cc2ccccn12
  -3, -3, 8, -1.8, 2, 2, 97, 0, 0.1, 0
- O=C(CSc1nnc(COc2ccccc2)n1Cc1ccco1)Nc1ccc2c(c1)OCCO2
  -6, 8, -1, -1.9, -10, -3, 102, 7, 0.0, -1
- COc1ccc(CN(Cc2cccnc2)C(=S)NCCc2ccccc2)cc1OC
  11, 7, 6, 3.9, -4, 3, 93, -2, 0.4, -3
- CC(C)(C)S(=O)N1Cc2cc(=O)n(Cc3ccccc3)cc2[C@@H]1CCO (some centres not stated)
  8, 14, ., -1.6, -4, -1, 108, -6, -0.3, 0
- COc1cc(/C=C/C(=O)OCC(=O)c2c[nH]c3ccccc23)ccc1OC(F)F
  -6, 15, 6, 0.4, -3, -1, 96, -6, 0.0, 0
- O=C(Nc1ccc(C(=O)N2CCCCC2)cc1)C1CC1
  6, -10, -4, -0.6, -10, 2, 99, 6, -0.2, 1
- Cc1ccc(Cn2c(SCc3cccnc3)nc3c2c(=O)n(C)c(=O)n3C)cc1
  19, -46, -2, 1.7, -8, -5, 95, -5, -0.1, -3
- Cc1cc(C)c(CN2CCC(n3nccc3NC(=O)C3CCCC3)CC2)cc1C
  -3, 22, -8, 1.2, -4, -2, 110, -2, -0.4, -5
- Cc1ccc(NC(=O)Nc2ccc(F)cc2)nc1
  -2, 12, -9, -1.6, ., -1, 90, 12, 0.1, 1
- Cc1c(Cl)cnc(NC(=O)CSc2n[nH]c(N)n2)c1Cl
  10, 0, 4, -2.8, -2, 6, 94, -2, 0.1, 0
- CCOC(=O)C1(C)CCN1C(=O)c1cccc(C#N)c1 (configuration not stated)
  3, 0, 4, 0.0, -9, 2, 105, -16, -0.1, 0
- O=C(NCCOc1ccc(F)cc1)C1CCC(=O)N(CCCN2CCOCC2)C1 (configuration not stated)
  3, 20, -2, -2.2, -7, -4, 103, -14, 4.7, 1
- Cc1cc(NC(=O)CSc2nnc(C)n2-c2ccccc2)no1
  -1, 2, -4, 1.4, 2, 1, 102, -1, 0.0, 3
- Nc1cc(-c2ccc(OC(F)(F)F)cc2)nn1-c1ccc(Cl)c(Cl)c1
  -6, 15, -1, 1.3, -21, -6, 95, -1, -0.1, -1
- COc1ccccc1NC(=S)N1CC(C)OC(C)C1 (configuration not stated)
  8, 4, 6, 5.3, -5, 2, 103, -2, 0.4, 1
- Cc1ccc(-n2cc3ccc([N+](=O)[O-])cc3n2)cc1
  -14, 11, 3, 16*, -8, -4, 94, -2, 0.1, -12
- Cc1noc(C)c1C(=O)OC(C)C(=O)Nc1ccc(S(=O)(=O)NC(C)C)cc1 (configuration not stated)
  6, 13, 1, -1.2, -6, 2, 97, -16, -0.1, 1
- CCc1nnc(NC(=O)CSc2nc(SC)ns2)s1
  4, 4, 4, 0.6, -18, -1, 110, 0, -0.1, 2
- CCN1C(=O)c2ccc(C(=O)Nc3ncc(C)s3)cc2C1=O
  -14, 8, -5, -1.5, -6, -2, 94, 16, 0.1, 1
- CC(C)C(=O)NC(NC(=O)C(C)C)c1ccc([N+](=O)[O-])cc1
  -2, -1, 1, 2.0, -3, 13, 101, -6, -0.4, 1
- O=C(c1ccc(S(=O)(=O)NCc2ccco2)cc1)N1CCN(Cc2ccccc2)CC1
  4, 11, -5, -0.8, -2, 6, 91, 8, 0.3, -1
- NNC(=O)c1csc(-c2cccc(C(F)(F)F)c2)n1
  5, 19, 2, 0.1, ., 0, 102, -1, 1.8, 2
- Cc1nn(C)c(C(=O)NNC(=S)Nc2ccc(F)cc2)c1[N+](=O)[O-]
  -1, 11, ., -2.9, -6, -1, 96, 6, -0.2, 0
- CCCNC(=O)/C(C#N)=C1\N=C(NC(=O)c2ccco2)c2ccccc21
  19, 4, 1, -3.4, -2, -5, 99, 8, -0.4, 1
- COc1cnn(-c2ccc(C)cc2)c(=O)c1SCc1ccccc1
  3, 4, 6, -2.2, -5, -8, 114, 0, -0.1, -3
- Cn1c(-c2ccc(F)cc2)cnc1NCc1ccc(F)cc1F
  14, 7, -2, 0.9, 12, -6, 91, -5, 0.2, 1
- COc1cc(SC)ccc1C(=O)OCC(=O)NCC(C)C
  2, 17, 9, 0.1, -3, 0, 110, 1, -0.1, 1
- O=[N+]([O-])c1cc2ccccc2c(O)c1O
  -1, 1, 0, -1.9, -14, 2, 96, -3, 0.3, 0
- COc1ccc(CCN2C(=O)CC(C(N)=O)SC2=Nc2ccccc2)cc1OC (configuration not stated)
  12, 10, 0, -2.1, -7, -4, 98, 4, 0.0, 1
- COc1ccc(Br)cc1C(=O)CCC(=O)OCC(=O)Nc1cc(C(N)=O)cc(C(N)=O)c1
  -1, 0, 0, -2.1, -7, -5, 105, -1, -0.3, 1
- CC(C)c1cc(C(=O)OCC(=O)NC2CCS(=O)(=O)C2)c(O)c(C(C)C)c1 (configuration not stated)
  2, 8, 0, -0.8, -14, 0, 91, 9, -0.2, 0
- CC(OC(=O)c1cccc(-n2cnnn2)c1)C(=O)Nc1ccccc1F (configuration not stated)
  12, 3, 6, -1.1, -7, -1, 97, 0, 0.5, 0
- O=C(CN1CCC(NC(=O)c2cccc(F)c2)CC1)NCc1ccccc1F
  3, -9, 2, 0.8, -4, 2, 99, 10, -0.2, 0
- CC(=O)c1c(C)[nH]c(C(=O)COc2ccc3c(C)cc(=O)oc3c2)c1C
  -8, 3, -1, -1.6, -4, -2, 100, 1, -0.1, 11
- O=C(COc1ccc(Br)cc1)NNC(=O)c1ccc(-n2cncn2)c([N+](=O)[O-])c1
  -4, 9, -1, -3.4, -2, 6, 99, 8, 0.5, 2
- COc1ccc(Nc2nc(C)cc(C)c2C#N)cc1OC
  -12, 8, -15, 0.3, -5, -2, 101, -2, -0.1, 4
- COc1ccc(C)cc1N(C(=O)c1ccccc1F)c1nc2ccccc2s1
  2, 3, -1, -1.9, -7, -5, 98, 13, 0.0, -5
- Clc1ccccc1-c1nnc2sc(-c3ccc(Br)o3)nn12
  -2, -2, -11, -2.2, -5, -3, 94, -1, 0.2, -5

(next part)
The line under a structure holds: H9c2 protect, MC4R antag cAMP, Vif inh, MC4R barr agon, CaV13 FRET inh, HTR2A ag, ABCB6 inh MLPCN, PDI turbidity, aDG glyco up, N-glyco inh
- CCOc1ccc(NC(=O)c2ccc3c(c2)C(=O)N(Cc2ccncc2)C3=O)cc1
  -8, 4, -2, -0.8, -6, 4, 102, 10, -0.3, 3
- CCCn1c(C(CO)Nc2nc(-c3cccc(Br)c3)cs2)nc2ccccc21 (configuration not stated)
  -2, -2, -4, 2.4, -5, 3, 96, 0, 0.9, 0
- CC(c1cccnc1)N(CCN(C)C)C(=O)Nc1ccc(Cl)c(Cl)c1 (configuration not stated)
  -1, 0, 3, -1.0, -5, -7, 96, -4, -0.3, -2
- COc1ccc(C(=O)/C=C2/C(=O)Nc3ccccc32)cc1OC
  11, -9, -3, -0.8, -19, 6, 118, -3, 0.6, 29*
- NC(=O)C(=O)NN=C1C2CC3CC(C2)CC1C3
  13, 6, -2, 0.0, 0, 7, 99, -6, 0.5, 3
- O=C(COC(=O)c1ccc(NS(=O)(=O)c2cccs2)cc1)Nc1nc2c(F)c(F)c(F)cc2s1
  -10, -5, 7, -1.7, ., 1, 99, -1, -0.2, -1
